High-throughput results from PubChem.
M1 ag parental = nonselective activator or artifact in parental CHO-K1 cells. activation, % at 3 µM. actives 0.48% (n = 360,000). Fluo-8 calcium fluorescence; scaled to maximal ATP response, vehicle zero. AID 602248; in the data active = activation above about 15%;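 note: untransfected CHO-K1 host cells lacking M1 receptor as counterscreen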
GPR7 antag = blocks human GPR7 receptor signaling; P48145; GPR7-expressing cells, fluorescence antagonist assay; inhibition, % at 4.4 µM; actives 1.1% (n = 290,000); AID 1861; in the data active = inhibition above about 16%, passing the limit was not always enough;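 note: cells stimulated with the agonist NPW; 0% = agonist with vehicle and 100% = vehicle without agonist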
Target sequence (P48145 whole entry, looked up): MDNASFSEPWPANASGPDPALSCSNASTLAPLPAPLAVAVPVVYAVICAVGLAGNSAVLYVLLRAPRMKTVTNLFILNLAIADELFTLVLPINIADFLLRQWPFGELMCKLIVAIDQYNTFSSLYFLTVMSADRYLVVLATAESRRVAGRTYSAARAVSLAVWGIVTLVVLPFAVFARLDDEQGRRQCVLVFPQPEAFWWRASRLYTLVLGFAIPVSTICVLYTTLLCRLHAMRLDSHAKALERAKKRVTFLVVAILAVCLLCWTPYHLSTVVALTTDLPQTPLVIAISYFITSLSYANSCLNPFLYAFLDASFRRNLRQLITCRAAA
CHO parental Ca = counter-screen for OX1R antagonists: effect in parental CHO cells | inhibition, % at 5.6 µM | actives 0.63% (n = 330,000) | parental CHO-K1, ATP-induced calcium, Fluo-8 fluorescence | AID 463079;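 active = inhibition above that plate's mean sample inhibition plus 3 SD, cut at about 26% in these data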;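 note: 0% = ATP-challenged DMSO wells and 100% = DMSO wells without ATP; some compounds past the cut are filed as inactive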
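test system = CHO parental line | reagent = ATP stimulus | measured by = intracellular calcium via Fluo-8 no-wash fluorescent dye | control set = ATP and no-ATP DMSO wells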
M1 PAM parental = nonselective activator or artifact in parental CHO-K1 calcium assay; ATP EC20, Fluo-8 calcium fluorescence; 0% at ATP EC20, 100% at ATP max; activation, % at 3 µM; actives 0.02% (n = 360,000); AID 602247;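 active = activation above the run cutoff, the mean activation of all test compounds plus 3 SD, cut at about 40% in these data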;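 note: peak over basal fluorescence ratio in a 140 s read after ATP addition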
TAAR1 antag = antagonists of human TAAR1. Q96RJ0. CHO RD-HGA16 TAAR1, Fluo-8 calcium fluorescence, antagonist. inhibition, % at 3 µM. actives 1.5% (n = 360,000);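 active = inhibition above a per-plate cutoff, the mean inhibition of test compounds on that plate plus 3 SD, cut at about 49% in these data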;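 note: 0% = DMSO plus EC80 beta-PEA response and 100% = DMSO alone without agonist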
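Material: RD-HGA16 CHO cells with stable hTAAR1 and Gα16; Dosing: single nominal final test compound concentration of 3 µM; Schedule: seeding 17-24 h prior, 75-min 37 °C, 30-min RT dye loading; Detection: kinetic Fluo-8 calcium fluorescence measurement; Measure: % inhibition from peak post-agonist over basal fluorescence ratio; Benchmarks: vehicle and agonist controls.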
CHO-K1 Ca antag = counter-screen for M1 antagonists: effect in parental CHO-K1 cells; ATP-induced calcium, Fluo-8 fluorescence; inhibition, % at 3 µM; actives 0.6% (n = 360,000); AID 602250;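 active = inhibition above a per-plate cutoff, the plate's mean sample inhibition plus 3 SD, cut at about 24% in these data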;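 note: 0% = DMSO plus EC80 ATP and 100% = DMSO alone without ATP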
OXTR potentiate = human OXTR potentiation; P30559; CHO-OTR cells, Fluo-8 calcium fluorescence, potentiator mode; 0% = oxytocin EC15, 100% = EC100; activation, % at 3 µM; actives 0.061% (n = 320,000); AID 2445;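 active = activation above that plate's cutoff, the mean activation of tested compounds plus 3 SD, cut at about 6.6% in these data, passing the limit was not always enough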;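 note: 100% uses oxytocin at 75 nM as the full agonist control; some results filed as inactive read as strong as hits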
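Dosing: Single dose, 3.0 µM nominal final compound concentration | Material: Human OTR in CHO cells | Technique: Kinetic Fluo-8 calcium fluorescence | Benchmarks: EC15 oxytocin alone as 0%, 75 nM oxytocin as 100% | Probe or stimulus: Oxytocin at about EC15, sub-maximal agonist stimulus | Incubation: Compound 6 min at room temperature before oxytocin, 100 s read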
OXTR agonist = agonists of human oxytocin receptor | CHO-OTR cells, Fluo-8 calcium fluorescence; normalized: DMSO 0%, oxytocin 100% | activation, % at 3 µM | actives 0.32% (n = 320,000);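 active = activation above the mean of all tested compounds plus 3 SD, cutoff set per screening run, cut at about 20% in these data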;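 note: peak over basal fluorescence ratio from a 100 s FLIPR kinetic read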
V1R ag counter = activates human V1a receptor in oxytocin agonist counter-screen. actives 0.25% (n = 320,000). CHO-V1R cells, Fluo-8 calcium fluorescence, agonist mode; 0% DMSO, 100% 3 nM vasopressin. activation, % at 3 µM. P37288;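 active = activation above the mean activation of all tested compounds plus 3 SD, per screening run, cut at about 20% in these data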;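 note: signal is peak over basal fluorescence ratio across a 100 second FLIPR read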
Target sequence (P37288 whole entry, looked up): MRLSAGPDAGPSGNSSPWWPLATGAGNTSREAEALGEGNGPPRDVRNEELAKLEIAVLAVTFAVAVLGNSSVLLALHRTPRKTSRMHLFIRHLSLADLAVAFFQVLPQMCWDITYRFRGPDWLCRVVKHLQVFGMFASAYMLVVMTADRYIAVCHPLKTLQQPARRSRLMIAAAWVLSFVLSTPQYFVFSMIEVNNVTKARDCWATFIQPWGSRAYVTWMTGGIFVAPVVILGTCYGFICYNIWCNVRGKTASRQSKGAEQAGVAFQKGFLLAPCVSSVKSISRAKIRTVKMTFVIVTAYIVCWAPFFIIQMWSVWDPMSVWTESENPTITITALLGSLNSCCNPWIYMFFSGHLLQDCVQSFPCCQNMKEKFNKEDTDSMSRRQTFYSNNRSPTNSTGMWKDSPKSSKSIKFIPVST
Starred values were filed as active, the others as inactive; · = not tested or not shown. No enrichment for hits, and some 3.5% of all compounds hit somewhere here.

SMILES	M1 ag parental	GPR7 antag	CHO parental Ca	M1 PAM parental	TAAR1 antag	CHO-K1 Ca antag	OXTR potentiate	OXTR agonist	V1R ag counter
O=C(NCc1nc2ccccc2[nH]1)C1=C[C@H](c2coc3ccccc3c2=O)C[C@H](OCCCCO)O1	0.6	·	-30	4	35	-3	2	-1.1	-0.3
CC(=O)c1ccc(CC2SC(N)=NC2=O)cc1 (stereo not drawn)	0.0	8	-3	-2	13	-5	1	0.6	3.0
CC(=O)Nc1ccc(SCC(=O)c2ccc(Br)s2)cc1	0.4	19	-17	-22	1	23	-11	2.1	4.8
CCOC(=O)COc1cc(OCC(=O)OCC)c2c(=O)cc(-c3ccccc3)oc2c1	2.4	10	-21	24	13	-13	0	-1.1	0.1
COc1ccc(/C=C/C(=O)Oc2ccc(/C=N/NC(=O)c3ccccc3)cc2)cc1OC	1.5	-5	-8	10	39	-5	-8	2.1	2.4
COc1ccccc1N(CC(=O)Nc1ccc(C)cc1Cl)S(=O)(=O)c1cccs1	0.8	·	-10	19	2	-10	-9	3.6	1.2
CCCNC(=O)C(Cc1ccccc1)NC(=O)c1ccccc1 (stereo not drawn)	0.1	·	-18	15	16	-16	-1	-0.9	-0.2
COc1cccc(C(=O)NCC(=O)NCc2cc(=O)n(C)c(=O)n2C)c1OC	-0.3	6	-15	-11	-12	2	-2	0.0	-0.2
COC1=CC(=O)c2nc(Cl)ccc2C1=O	2.7	·	·	-6	-1	4	·	·	·
COc1ccc(C(=O)Nc2ccc3nc4n(c(=O)c3c2)CCCC4)cc1[N+](=O)[O-]	·	-10	5	·	·	·	2	2.0	-0.1
N/C(=N\OC(=O)c1cc(-c2ccccc2)nc2ccccc12)c1ccccn1	0.6	-10	-6	3	2	-12	3	1.0	0.7
COCCCn1c(-c2ccccc2Cl)n[nH]c1=S	0.6	-5	-6	23	-18	-8	0	0.2	3.0
COc1cccc(-n2c(SCC(N)=O)nnc2-c2ccncc2)c1	0.5	-3	8	17	-21	-18	-8	-0.5	0.7
CCOC(=O)c1c(C)[nH]c2c1cc(O)c1ccccc12	-0.2	4	2	0	10	11	-5	-1.8	-0.7
CC(=O)C(CC(=O)N1CCCC1)C(=O)Nc1ccc(Cl)cc1 (stereo not drawn)	0.2	·	-11	19	0	-20	1	1.0	-0.6
COC(=O)c1cc(=O)n(Cc2ccc3c(c2)OCO3)c(=Nc2ccccc2)s1	0.5	-13	-9	20	-25	-12	-3	-1.4	-0.6
Cc1ccc(OCCNC(=O)CNC(=O)c2ccc(C)c(C)c2)cc1	-0.5	·	-24	-8	-4	-5	0	-2.6	-0.8
C=C(C)COc1ccc(-c2ncncc2Oc2ccc(OC)cc2)c(O)c1	0.0	-10	-8	-1	25	0	-7	0.6	2.3
Cc1cc(C)c(C)c(S(=O)(=O)Nc2cccc(-n3cnnn3)c2)c1C	8.4	-31	-18	10	12	-17	-11	8.3	8.9
COc1cc(C2/C(=C(/O)c3ccc(F)cc3)C(=O)C(=O)N2CCCC(=O)O)ccc1O (stereo not drawn)	3.2	1	6	-8	-12	-2	-19	0.1	-0.3
NC(=O)c1ccc(NC(=O)CCCN2C(=O)c3ccccc3C2=O)cc1	0.3	-7	-9	6	4	-5	-14	-0.5	-0.6
CCOC(=O)c1ccc(NC(=S)Nc2cccc(C)n2)cc1	2.1	-12	-17	24	-11	-16	-7	-2.0	0.1
FC(F)(F)c1ccc(CN2C[C@@H]3C(c4ccc(Cl)nc4)C4(c5ccccc5)CC3(C4)[C@H]2c2ccccc2)cc1 (stereo partly drawn)	0.9	·	-31	6	4	-7	-9	-0.4	1.7
O=C(Cn1ccc(C(F)(F)F)n1)NNC(=O)c1ccco1	1.0	·	5	2	-12	-7	-8	0.8	0.0
Cc1cc2cc(OCC(=O)O)ccc2n1C	0.4	-7	-2	12	8	-2	-16	1.7	5.8
Cc1c(C#N)c(N)nc2c3c(sc12)NC(=O)CC3c1ccc(Cl)cc1 (stereo not drawn)	1.4	-10	-17	28	-8	-12	6	-0.4	-0.4
COc1ccccc1OCC(=O)Nc1ccccn1	-0.1	-8	7	1	5	17	-1	-0.3	1.8
Cc1cc(C)n(C(=O)Cn2nc(C)c(Br)c2C)n1	0.3	-8	-12	12	-5	-2	3	-2.2	-1.5
O=C(CSc1nncn1-c1cccnc1)N1CCOCC1	0.4	-2	0	12	-6	-15	-3	0.8	0.0
O=C(O)C1=NOC(CNc2ncc(C(F)(F)F)cc2Cl)C1 (stereo not drawn)	0.5	-19	1	24	14	-11	2	1.6	0.3
COc1cc2c(cc1OC)C(=O)CC(C)S2 (stereo not drawn)	0.5	-12	-6	20	-7	-6	-4	-2.1	-0.5
COc1ccc(/C(N)=N/OC(=O)c2cccc([N+](=O)[O-])c2)cc1OC	0.2	-4	4	13	9	-16	-6	0.4	0.8
O=C1C=C(N(CCO)CCO)C2(CCCCC2)O1	0.3	-14	0	19	9	-6	-1	0.0	0.3
C/C(=N\N=C1\NC(=O)C(CC(=O)Nc2ccc(C)c(Cl)c2)S1)C(C)(C)C (stereo not drawn)	-0.7	-14	-5	-6	-13	14	-11	0.9	0.1
COc1ccc(NS(=O)(=O)c2cc(NC(=O)c3ccc(=O)[nH]c3)ccc2N2CCCC2)cc1	1.6	6	13	13	2	-6	-6	-0.5	-0.7
O=[N+]([O-])c1cccc(S(=O)(=O)Nc2ccc(S(=O)(=O)N3CCCC3)cc2)c1	1.2	-4	-15	-9	-21	-4	-3	-0.4	1.8
CN1C(=O)C(=O)/C(=C(/O)c2ccc(Br)cc2)C1c1cccc([N+](=O)[O-])c1 (stereo not drawn)	1.0	-7	-12	21	-10	-6	2	-1.3	-0.3
Cc1ccc(S(=O)(=O)/N=C2\C(=O)c3ccccc3C([O-])=C2n2cc[n+](CCC(C)C)c2)cc1	-0.1	-4	-9	-3	·	-8	6	-0.1	-0.7
Cc1occc1C(=O)Nc1nnc(C2CCCCC2)s1	0.8	-2	-17	15	2	-29	-2	-0.9	-0.8
COC(=O)CSc1nc(N)c(NC(=O)c2ccc(OC)c(OC)c2)c(=O)[nH]1	0.9	-7	-2	10	-11	7	-3	0.2	1.4
CCCCN1C(=O)c2ccc(C(=O)N(C)CC(=O)Nc3ccc(OCC)c(OCC)c3)cc2C1=O	-0.3	·	-4	0	5	-5	-7	0.5	0.2
CC(C)(C)c1ccc(S(=O)(=O)Nc2cccnc2)cc1	5.2	11	-14	14	4	-10	-8	5.9	5.6
COc1cccc(NS(=O)(=O)c2ccc3[nH]cc(C(=O)N(C)Cc4ccco4)c(=O)c3c2)c1	-0.5	4	3	-7	-2	1	-4	-0.1	1.4
N#CC(C#N)=Cc1ccccc1OCc1ccccc1	·	2	-4	·	·	·	6	-1.0	-0.9
Cc1ccc(C(=O)N/C(=C\c2ccccc2)C(=O)NCCCn2ccnc2)cc1	0.3	-6	-5	10	8	6	-7	0.1	1.0
C=CCn1c(SCc2nc3cc(C(F)(F)F)ccc3c(=O)[nH]2)nc2sc(CC)cc2c1=O	0.2	0	-12	18	-10	2	-4	0.9	-0.6
COc1ccccc1C(=O)NCCC(=O)NC1CCCCCC1	-0.3	·	-7	16	-30	-16	-3	-1.0	-0.2
CNC(=O)COC(=O)c1cc(=O)[nH]c2ccccc12	0.2	-6	-7	-5	4	2	3	0.8	1.2
Cc1nc(C(Cl)(Cl)Cl)nc2[nH]ccc(=O)c12	1.9	3	0	15	2	-1	-15	7.5	0.3
C/C(CC(=O)Nc1ccc(OCc2ccccc2)cc1)=N\NC(=O)C(=O)Nc1ccc(C)c(Cl)c1	0.8	-12	-7	7	6	0	-11	1.7	1.4
CCN(CC)c1ccc(NC(=O)COC(=O)/C=C/c2nc3ccccc3s2)cc1	0.1	3	-13	-6	-9	3	5	-0.6	-1.2
O=C(NNc1c(F)c(F)cc(F)c1F)C1CCN(S(=O)(=O)c2ccccc2F)CC1	1.1	·	-6	-11	-18	-1	0	2.3	2.4
CC1CCN(S(=O)(=O)c2ccc3c(c2)oc(=O)n3C)CC1	0.2	6	-8	3	-8	-13	-10	0.4	1.3
COCCN1CCN(C(=O)c2cc(COc3cncc(Cl)c3)on2)CC1	0.9	-13	·	-1	-28	-6	·	·	·
CC(C)(C)C(=O)Nc1ncccc1C(O)c1cccc(C(F)(F)F)c1 (stereo not drawn)	0.0	-4	-11	-7	10	11	-4	1.2	1.4
O=C(COC(=O)C1CC(=O)N(c2ccccc2)C1)c1ccccc1 (stereo not drawn)	0.0	-11	-4	6	5	10	-8	0.4	0.6
COC(=O)c1ccc(C(C(=O)NC2CCCCC2)N(C(=O)Cc2cccs2)C2CC2)cc1 (stereo not drawn)	0.4	-11	-13	10	-8	0	0	-1.1	-1.0

Molecules from the list above containing fluorine (7):
SMILES	M1 ag parental	GPR7 antag	CHO parental Ca	M1 PAM parental	TAAR1 antag	CHO-K1 Ca antag	OXTR potentiate	OXTR agonist	V1R ag counter
COc1cc(C2/C(=C(/O)c3ccc(F)cc3)C(=O)C(=O)N2CCCC(=O)O)ccc1O (stereo not drawn)	3.2	1	6	-8	-12	-2	-19	0.1	-0.3
FC(F)(F)c1ccc(CN2C[C@@H]3C(c4ccc(Cl)nc4)C4(c5ccccc5)CC3(C4)[C@H]2c2ccccc2)cc1 (stereo partly drawn)	0.9	·	-31	6	4	-7	-9	-0.4	1.7
O=C(Cn1ccc(C(F)(F)F)n1)NNC(=O)c1ccco1	1.0	·	5	2	-12	-7	-8	0.8	0.0
O=C(O)C1=NOC(CNc2ncc(C(F)(F)F)cc2Cl)C1 (stereo not drawn)	0.5	-19	1	24	14	-11	2	1.6	0.3
C=CCn1c(SCc2nc3cc(C(F)(F)F)ccc3c(=O)[nH]2)nc2sc(CC)cc2c1=O	0.2	0	-12	18	-10	2	-4	0.9	-0.6
O=C(NNc1c(F)c(F)cc(F)c1F)C1CCN(S(=O)(=O)c2ccccc2F)CC1	1.1	·	-6	-11	-18	-1	0	2.3	2.4
CC(C)(C)C(=O)Nc1ncccc1C(O)c1cccc(C(F)(F)F)c1 (stereo not drawn)	0.0	-4	-11	-7	10	11	-4	1.2	1.4
